PolyA inhibitor: yeast polyadenylation inhibition; S. cerevisiae SKY197-pL101 polyadenylation reporter, beta-gal luminescence; efflux-impaired pdr1/pdr3 knockout yeast; score 100 = 6 SD above DMSO; calls only at 12 µM; hit rate 0.02% among 300,000; AID 1875;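 active = lowest replicate activity score at least 50, where 100 means six control SD above control mean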;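 note: yeast exposed to compound for 9 h at 30 °C; higher score means more reporter readthrough which indicates perturbed polyadenylation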
Dyrk1A ADPGlo: blocks rat Dyrk1A kinase activity; AID 504441; inhibition, % at 12.5 µM; hit rate 0.43% among 310,000; Q63470; ADP-Glo luminescence, NFATc1 peptide; in the data active = inhibition above about 50%;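 note: plate controls were vehicle with enzyme for no effect and no enzyme for full effect; many of its hits are not listed in these tables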
KCNQ1 block: inhibitors of human KCNQ1 potassium channel; CHO-K1 KCNQ1, FluxOR thallium flux fluorescence; stronger effect = higher value; B-score at 10 µM; hit rate 1.3% among 310,000; AID 2642;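 active = compounds whose thallium flux B-score, printed positive for inhibition, exceeds three library SD while starting fluorescence stays within three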;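 note: channel opened by potassium depolarization with thallium stimulus after 20 min compound exposure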
Target sequence (P51787 whole entry, looked up): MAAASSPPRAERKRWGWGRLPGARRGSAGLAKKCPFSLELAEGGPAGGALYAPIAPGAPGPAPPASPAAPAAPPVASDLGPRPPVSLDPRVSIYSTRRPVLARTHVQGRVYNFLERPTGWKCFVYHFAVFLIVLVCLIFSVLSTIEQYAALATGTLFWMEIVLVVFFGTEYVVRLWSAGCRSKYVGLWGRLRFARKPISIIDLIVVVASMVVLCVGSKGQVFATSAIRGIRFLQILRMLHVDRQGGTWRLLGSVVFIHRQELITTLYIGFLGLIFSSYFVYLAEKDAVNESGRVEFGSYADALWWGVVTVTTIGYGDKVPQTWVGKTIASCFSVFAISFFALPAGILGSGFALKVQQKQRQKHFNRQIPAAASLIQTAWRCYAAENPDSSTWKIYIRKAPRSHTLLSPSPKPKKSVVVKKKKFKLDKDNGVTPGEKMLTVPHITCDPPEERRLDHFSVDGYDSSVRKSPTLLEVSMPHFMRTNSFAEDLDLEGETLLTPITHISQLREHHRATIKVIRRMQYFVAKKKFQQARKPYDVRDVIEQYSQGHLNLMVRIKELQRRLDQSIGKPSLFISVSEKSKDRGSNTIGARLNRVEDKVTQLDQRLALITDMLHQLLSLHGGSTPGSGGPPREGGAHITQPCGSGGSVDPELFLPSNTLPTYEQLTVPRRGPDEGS
KCNK9 inh: human KCNK9 channel inhibition; Q9NPC2; HEK293 KCNK9, FluxOR thallium flux fluorescence; stronger effect = lower value; B-score at 10 µM; hit rate 1.2% among 310,000; AID 488922;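 active = ratio B-score over 3 SD below the library mean, with starting fluorescence within 5 SD of its mean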;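 note: negative B-score means less thallium flux so channel inhibition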
Target sequence (Q9NPC2 whole entry, looked up): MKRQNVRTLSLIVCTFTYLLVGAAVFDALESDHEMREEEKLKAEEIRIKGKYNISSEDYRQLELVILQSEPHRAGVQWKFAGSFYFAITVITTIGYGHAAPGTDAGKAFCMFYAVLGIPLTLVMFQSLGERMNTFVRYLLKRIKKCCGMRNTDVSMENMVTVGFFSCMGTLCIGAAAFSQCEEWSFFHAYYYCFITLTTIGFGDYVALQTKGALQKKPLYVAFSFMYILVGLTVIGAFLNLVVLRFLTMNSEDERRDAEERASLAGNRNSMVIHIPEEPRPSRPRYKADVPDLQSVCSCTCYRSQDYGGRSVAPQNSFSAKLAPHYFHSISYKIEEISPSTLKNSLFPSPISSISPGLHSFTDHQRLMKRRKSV
hERG rescue: shields human hERG channel from block by proarrhythmic agents | CHO-hERG, FluxOR thallium flux, dofetilide IC70 present | activation (rescue from dofetilide block), less the hit threshold, % at 10 µM | hit rate 0.51% among 310,000 | AID 1511;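 active = activation above the mean of controls blocked by dofetilide plus 5 SD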;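 note: thallium influx through hERG after potassium depolarization seen as dye fluorescence rise; in these data hits start at about 4.7%; inactives centre near -7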
RGS4 pot: potentiators or activators of RGS4 | HEK293 M3R/inducible RGS4, carbachol calcium flux Fluo4; stronger effect = lower value | B-score at 10 µM | hit rate 0.92% among 310,000 | AID 463111;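 active = B-score of the integrated calcium signal more than 4 SD below the library mean, with starting fluorescence not abnormally high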;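 note: negative B-score means reduced calcium response which marks RGS4 activation or potentiation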
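Material: Inducible-RGS4 HEK293 cells carrying M3 receptor; also added: carbachol at ECmax as muscarinic agonist stimulus; incubation: compound preincubation 20 min at room temperature before agonist; signal: Fluo4-AM (2 µM) calcium-flux fluorescence, kinetic read; measure: integrated calcium ratio converted to B score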
KCNK3 block: human KCNK3 channel inhibition, primary screen; AID 602410; B-score at 10 µM; CHO-KCNK3 thallium flux, FluxOR fluorescence; stronger effect = lower value; hit rate 0.84% among 340,000;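 active = B-score under library mean minus 4 SD, starting fluorescence ratio at most library mean plus 5 SD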;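 note: more negative B-score means stronger inhibition of thallium flux through KCNK3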
KCNQ1 act: potentiates or activates the human KCNQ1 potassium channel; P51787; CHO-K1 KCNQ1, thallium flux FluxOR fluorescence; stronger effect = higher value; B-score at 10 µM; hit rate 0.35% among 310,000;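 active = fluorescence ratio B-score, a plate-corrected score, at least three library SD, with initial intensity B-score within 5 SD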
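Assay system: CHO-K1 cells stably expressing KCNQ1. Medium: assay buffer for compound exposure, DMSO matched across wells. Timing: 37 °C overnight plating, 90-min dark dye load, 20-min compound pretreatment. Signal: kinetic FluxOR fluorescence, 10 s baseline plus 110 s post-stimulus.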
GSK3B inh: blocks human GSK3beta kinase activity; AID 2097; activity score (negative = inhibition), % at 10 µM; hit rate 0.038% among 300,000; GST-GSK3beta kinase, ADP-Glo luminescence, 60 min; stronger effect = lower value;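 active = more than half of replicate wells score below -50%, meaning over 50% inhibition versus plate controls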;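 note: 0% = median DMSO wells and -100% = median GW8510 positive control wells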
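Assay system: GST-fused GSK3beta enzyme, cell-free / Medium: Tris pH 7.5 buffer with MgCl2, DTT, BSA, heparin / Also added: peptide substrate plus 25 µM ATP (final) / Compound: 10 µM single point / Timing: kinase reaction with compound 60 min at room temperature / Detection: ADP-Glo luminescence / Benchmarks: DMSO neutral wells and GW8510 at 20 µM as positive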
GSK3 alpha inh: blocks human GSK-3 alpha kinase. ADP-Glo luminescence, 60 min. inhibition, % at 10 µM. AID 2650. P49840. hit rate 0.1% among 320,000;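 in the data active = inhibition above about 50%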;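 note: GST-tagged GSK-3 alpha with peptide substrate and 25 µM ATP; 0% = DMSO neutral wells and 100% = GW8510 positive control wells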
HDAC3 inh: human HDAC3 inhibition. O15379. AID 2718. hit rate 0.15% among 320,000. recombinant HDAC3, fluorogenic peptide/trypsin coupled, fluorescence. inhibition, % at 8.3 µM; in the data active = inhibition above about 26%, passing the limit was not always enough
An asterisk follows results filed as active; i = inactive; · = no result given. Only part of the results is shown; rates above refer to the full screens.

SMILES	PolyA inhibitor	Dyrk1A ADPGlo	KCNQ1 block	KCNK9 inh	hERG rescue	RGS4 pot	KCNK3 block	KCNQ1 act	GSK3B inh	GSK3 alpha inh	HDAC3 inh
NCCc1nnc(SCc2ccccc2)o1	i	-8	i	i	-6	i	i	i	0	-2	-4
NC(=O)NC(=O)COC(=O)/C=C/c1cccc(Br)c1	i	0	i	i	-9	i	i	i	0	-2	-3
CC(=O)NCCOc1c(C)cc(S(N)(=O)=O)cc1C	i	1	i	i	-3	i	i	i	3	-2	-8
Cc1ccc(CNc2ccc3c(c2)ncn3C)cc1	i	-1	i	i	-4	i	i	i	0	0	-2
CC(=O)c1cccc(NC(=S)Nc2cccc3ccccc23)c1	i	-1	i	i	-3	i	i	i	0	1	1
CCN(C(=O)COC(=O)c1cc([N+](=O)[O-])ccc1N1CCCCC1)C1CCS(=O)(=O)C1 (centres undefined)	i	-1	i	i	-8	i	i	i	1	-1	1
Cc1ccc(NC(=O)CCNS(=O)(=O)c2ccc(Br)cc2)cc1S(=O)(=O)N1CCOCC1	i	10	i	i	-14	i	i	i	2	-5	4
CCN(Cc1ccccc1)S(=O)(=O)c1ccc(F)cc1	i	1	i	i	-10	i	i	i	-4	-2	-2
C#CCN1C(=O)S/C(=C/c2cc(C)n(CC)c2C)C1=O	i	1	i	i	-4	i	i	i	1	0	0
O=C(NCCOc1ccccc1)c1n[nH]c(=O)c2ccccc12	i	2	i	i	-8	i	i	i	-1	1	-2
Cc1nc2ccccc2c(=O)n1/N=C/c1cccs1	i	4	i	i	-13	i	i	i	1	0	1
COc1ccc(NC(=O)c2c(C(F)(F)F)nn(C)c2SCc2ccccc2Cl)cc1	i	-5	i	i	-10	i	i	i	-1	-2	1
O=C(NCCc1ccc(Cl)cc1)c1ccc2ccccc2n1	i	-4	i	i	-3	i	i	i	3	-1	-6
COc1ccc2cc(CCNC(=O)c3ccc(S(=O)(=O)N4CCOCC4)cc3)c(=O)[nH]c2c1	i	-1	i	i	-6	i	i	i	-2	3	1
O=C(Cn1ncc2c3ccccc3n(Cc3cccc(Cl)c3)c2c1=O)NCc1ccccn1	i	-1	i	i	-7	i	i	i	·	1	-3
Cn1c(CNC(=O)c2ccccc2F)nnc1SCC(=O)NCc1ccccc1	i	-1	i	i	-10	i	i	i	0	-1	-4
c1ccc(-c2nnc(CSc3nnc(-c4ccncc4)n3Cc3ccco3)o2)cc1	i	6	i	i	-13	i	i	i	0	·	-4
COc1cccc(CN(C)C(c2ccccc2)c2ccccc2)c1OC	i	-4	i	-8.2*	-11	i	i	i	2	-1	-2
Cc1cccc(N2CCN(C(=O)c3c(Cl)cnn3C)CC2)c1C	i	-1	i	i	-12	i	i	i	1	0	7
O=C(CCC(=O)N1CCSc2ccccc21)NCc1cccc(Br)c1	i	-2	i	i	-14	i	i	i	2	-3	-10
COc1ccc(C(=O)NCCCNC(=O)c2ccco2)cc1OC	i	-2	i	i	-5	i	i	i	-2	1	0
CC(=O)Nc1ccc(CN2CCN(CCc3ccccc3)C(CCO)C2)cc1 (centres undefined)	i	-6	i	i	-18	i	i	i	1	0	5
O=C(/C=C/c1cccs1)Nc1ccc(Br)cn1	i	9	i	i	-1	i	i	i	0	-2	0
CCN(CC)CCN(Cc1cc2cc(C)ccc2[nH]c1=O)C(=S)NCc1ccco1	i	-2	i	i	2	i	i	i	1	-1	7
O=C(N=Nc1c(O)n(Cc2ccccc2)c2ccccc12)c1cc2ccccc2cc1O	i	1	i	i	-13	i	i	i	-12	1	-3
COc1ccc(N(C)C(=O)C2CCCN2S(=O)(=O)c2cccc3nsnc23)c(OC)c1 (centres undefined)	i	7	i	i	-7	i	i	i	6	2	2
COc1ccc(Cn2nnnc2C(c2cc3cc(C)cc(C)c3[nH]c2=O)N2CCOCC2)cc1 (centres undefined)	i	5	i	i	-10	i	i	i	-1	·	·
CCCCn1c(N)c(N(CCC(C)C)C(=O)c2ccc3c(c2)OCCO3)c(=O)[nH]c1=O	i	-3	i	i	-15	i	i	i	-2	-4	-1
Cc1ccc(NC(=O)CSc2nnc(-c3ccncc3)n2N)cc1C	i	3	i	i	-20	i	i	i	2	0	4
COc1ccc(C(=O)N2CCC(C(=O)Nc3ccc(OC)c(OC)c3)CC2)cc1	i	12	i	i	-5	i	i	i	3	-3	-8

Compounds shown so far that have two or more sulfur atoms:
SMILES	PolyA inhibitor	Dyrk1A ADPGlo	KCNQ1 block	KCNK9 inh	hERG rescue	RGS4 pot	KCNK3 block	KCNQ1 act	GSK3B inh	GSK3 alpha inh	HDAC3 inh
Cc1ccc(NC(=O)CCNS(=O)(=O)c2ccc(Br)cc2)cc1S(=O)(=O)N1CCOCC1	i	10	i	i	-14	i	i	i	2	-5	4
COc1ccc(N(C)C(=O)C2CCCN2S(=O)(=O)c2cccc3nsnc23)c(OC)c1 (centres undefined)	i	7	i	i	-7	i	i	i	6	2	2

Next section:
SMILES	PolyA inhibitor	Dyrk1A ADPGlo	KCNQ1 block	KCNK9 inh	hERG rescue	RGS4 pot	KCNK3 block	KCNQ1 act	GSK3B inh	GSK3 alpha inh	HDAC3 inh
COc1ccc2c(c1)c(C(C)=O)c(C)n2-c1ccc(C(C)=O)cc1	i	2	i	i	-9	i	i	i	-1	·	·
CN(Cc1ccccc1)C(=O)c1cccc(NC(=O)c2ccco2)c1	i	-4	i	i	-4	i	i	i	2	-1	-4
Cc1cc(-c2ccccc2)nc2oc3c(c12)NC(=O)CN(c1ccccc1)C3=O	i	-5	i	i	-12	i	i	i	1	-2	-6
COCCNC(=O)C(c1ccc(C)o1)N(C(=O)Cn1nnc2ccccc21)c1ccccc1 (centres undefined)	i	26	i	i	-7	i	i	i	-1	-1	-8
Cc1nnc(SCC(=O)NC2CCCc3c2cnn3-c2ccc(F)cc2F)o1 (centres undefined)	i	-12	i	i	-13	i	i	i	0	0	10
O=C(c1ccc(COc2c(F)c(F)c(F)c(F)c2F)o1)N1CCN(Cc2ccc3c(c2)OCO3)CC1	i	-5	i	i	-13	i	i	i	3	0	9
CCOc1ccc(S(=O)(=O)N(CC(=O)NCc2ccncc2)c2ccc(C)cc2)cc1	i	1	i	i	-4	i	i	i	1	0	0
O=C(CNc1ccccc1)NN=C1CCCC1	i	6	i	i	-2	i	i	i	1	0	-3
CCOc1ccc(/C=N/N2C(C)CCCC2C)cc1 (centres undefined)	i	0	i	i	-7	i	i	i	-8	-1	3
CCn1c(COc2ccc(C)cc2)nnc1SCc1nc2ccccc2[nH]1	i	-10	i	i	-9	i	i	i	4	-4	-6
COc1ccc(OC)c(/C=N/NC(=O)CNC(=O)c2ccc(S(=O)(=O)N3CCCC3)cc2)c1	i	8	i	i	-9	i	i	i	2	0	-24
CCC(C)c1ccccc1OCCCCN1CCCC1 (centres undefined)	i	·	i	i	-5	i	i	i	-24	1	1
Cc1ccc(C)c(NC(=S)c2nc3ccccc3s2)c1	i	-3	i	i	-6	i	i	i	-3	·	4
O=C(COC(=O)COc1ccccc1Cc1ccccc1)Nc1cccnc1Cl	i	-5	i	i	-8	i	i	i	0	-1	0
CCOc1ccc2nc(N/C(N)=N/C(=S)Nc3cccc(OC)c3)nc(C)c2c1	i	3	i	i	-16	i	i	i	0	-8	-27
O=C(CSc1nnc2ccccn12)c1ccccc1	i	0	i	i	-1	i	i	i	4	-1	8
CC(NC(=O)C(=O)N/N=C/c1ccc(Cl)cc1)c1ccccc1 (centres undefined)	i	-7	i	i	-10	i	i	i	1	-4	-8
CC(C)Cc1ccc(CN2CCCC(NC(=O)CSc3nncn3C)C2)cc1 (centres undefined)	i	-3	i	i	-9	i	i	i	-1	1	5
N#Cc1c(-c2ccccc2)nc(N2CCCCCC2)[nH]c1=O	i	5	i	i	-8	i	i	i	-3	5	-1
Cc1cc(=O)n(C(NC(=O)c2ccccc2)C(=O)c2ccccc2)cn1 (centres undefined)	i	8	i	i	-6	-9.2*	i	i	2	0	-1
O=C(N/N=C/c1cc2c(cc1[N+](=O)[O-])OCO2)c1ccccn1	i	-6	i	i	-5	i	i	i	1	-3	-4
Cc1ccccc1C(=O)NC1CCN(C(=O)Nc2ccccc2Cl)CC1	i	-4	i	i	-5	i	i	i	-2	-2	1
COc1cccc(-c2cc(C(=O)N/N=C/c3ccc(OC)c(COC(C)=O)c3)c3ccccc3n2)c1	i	-2	i	i	-8	i	i	i	0	-1	7
COc1ccccc1CCNC(=O)c1c(C)nn(CC(C)C)c1Cl	i	-5	i	i	-11	i	i	i	1	-2	-12
O=C(Cn1nc(C(F)(F)F)c2c1CCCC2)NCCN1CCOCC1	i	2	i	i	-10	i	i	i	2	-2	-2
O=C(NC1CCC(CC2CCC(NC(=O)C(Cl)Cl)CC2)CC1)C(Cl)Cl (centres undefined)	i	·	i	i	-10	i	i	i	0	2	3
CCN1CCC(n2nccc2NC(=O)c2ccccc2Cl)CC1	i	-1	i	i	0	i	i	i	0	0	3
CC(=O)Nc1cccc(C(=O)Nc2nc(C)cs2)c1	i	·	i	i	-4	i	i	i	-1	2	-3
Oc1ccc(C[C@H]2CNC(=S)N2CCc2cc(C(F)(F)F)cc(C(F)(F)F)c2)cc1	i	-2	i	i	-12	i	i	i	2	-3	7
COCCCN1C(=O)C(=O)/C(=C(/O)c2ccc(S(=O)(=O)N3CCOCC3)cc2)C1c1ccc(OC)cc1 (centres undefined)	i	-6	i	i	-4	i	i	i	1	-4	5
CC1CCC(NC(=O)c2ccc(-n3cncn3)c([N+](=O)[O-])c2)CC1 (centres undefined)	i	-9	i	i	-9	i	i	i	7	-1	-1
N#CC1=C(N)SC(N)=C(C#N)C1c1ccc([N+](=O)[O-])cc1	i	·	i	i	-6	i	i	i	-3	20	6
Cc1cc(C)cc(NC(=O)NCc2nnc(SCc3ccccc3)n2C)c1	i	-1	i	i	-1	i	i	i	-1	2	2
CCN(CC)Cc1csc2ccc(Br)cc12	i	2	i	i	-10	i	i	i	2	-1	-1
COc1cc(NC(=O)CSc2nncn2C)cc(OC)c1OC	i	-4	i	i	-9	i	i	i	1	-2	-6
Cc1nc(Nc2ccccc2Br)c2nnn(Cc3ccccc3)c2n1	i	·	i	i	1	i	i	i	1	0	-2
CC(=O)Nc1ccc(S(=O)(=O)NCc2ccc(C(=O)NCCCN3CCC(C)CC3)cc2)cc1	i	·	i	i	-9	i	i	i	0	0	-5
O=C(CCN1C(=O)/C(=C/c2ccccc2)SC1=S)Nc1ccccn1	i	-3	i	i	-5	i	i	i	0	-4	-3

From PubChem BioAssay
